RAD52 inh – RAD52 (human) annealing inhibition | P43351 | recombinant RAD52 DNA annealing, FRET fluorescence | inhibition, % at 18.7 µM | 0.46% of 360,000 active | AID 651710;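 active means every replicate showing at least 50% inhibition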
Target sequence (P43351 whole entry, looked up): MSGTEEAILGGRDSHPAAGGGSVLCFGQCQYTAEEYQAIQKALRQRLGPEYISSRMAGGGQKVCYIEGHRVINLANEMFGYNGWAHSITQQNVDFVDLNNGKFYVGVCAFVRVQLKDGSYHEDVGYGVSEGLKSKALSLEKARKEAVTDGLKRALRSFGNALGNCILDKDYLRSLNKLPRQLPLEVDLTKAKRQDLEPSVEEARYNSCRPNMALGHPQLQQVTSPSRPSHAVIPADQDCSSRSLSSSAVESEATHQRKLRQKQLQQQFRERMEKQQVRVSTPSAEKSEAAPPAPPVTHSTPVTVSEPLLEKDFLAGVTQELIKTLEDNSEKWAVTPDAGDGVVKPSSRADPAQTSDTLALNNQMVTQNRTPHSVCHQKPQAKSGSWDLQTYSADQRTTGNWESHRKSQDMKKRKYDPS
CASP6 VEID inh – caspase-6 (human) enzyme inhibition; inhibition, % at 12.5 µM; AID 686996; 0.53% of 350,000 active; purified caspase-6, Z-VEID-R110 cleavage fluorescence;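 active means mean inhibition across replicates at least about 35%, with every replicate also reaching that limit, limit read from the data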;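 further: 0% = median of neutral control wells and 100% = no fluorescence left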
Target sequence (P55212 24-179 limits assumed): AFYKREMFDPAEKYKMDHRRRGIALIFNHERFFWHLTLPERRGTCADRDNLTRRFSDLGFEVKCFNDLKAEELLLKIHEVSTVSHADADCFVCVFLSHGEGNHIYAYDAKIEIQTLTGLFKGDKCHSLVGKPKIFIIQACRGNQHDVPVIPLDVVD
Target sequence (P55212 194-293 limits assumed): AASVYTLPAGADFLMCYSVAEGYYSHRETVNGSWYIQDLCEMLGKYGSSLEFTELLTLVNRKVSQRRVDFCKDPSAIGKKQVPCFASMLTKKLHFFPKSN
esBAF inh – SWI/SNF esBAF complex inhibition | mouse ES cells, Bmi1-luciferase knock-in reporter, 24 h; 100% = twice the neutral-well signal | 2% of 350,000 active | AID 602393 | reporter increase, % at 12.5 µM; in the data active means activation above about 40%;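 further: 0% = median of the plate's neutral control wells and 100% = double that signal; a rise in the Bmi1 reporter signal indicates esBAF inhibition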
E-sel inducer – E-selectin induction on HUVECs; HUVEC E-selectin immunofluorescence imaging; normalized: neutral wells 0, TNF-alpha wells 100; P16581; 0.37% of 260,000 active; activation, % at 7.58 µM;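 active means mean E-selectin-positive cell signal at least 10% of the positive control, reached in at least 60% of replicates, without over 20% cell loss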;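 further: in these data hits start at about 27%; measured in HUVEC primary endothelial cells; signal is the percent of cells scored E-selectin positive by PE staining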
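Test system: HUVEC; input: 3,000 HUVEC/well; measured by: immunofluorescence imaging; read-out: % PE-positive cells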
ERp5 inh – inhibitors of human ERp5. Q15084. ERp5 insulin aggregation, absorbance 650 nm, 90 min. inhibition, % at 9.99 µM. 0.05% of 350,000 active. AID 651711;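 active means mean replicate inhibition above about 25%, with every replicate also reaching it, limit read from the data, passing the limit was not always enough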
RAD54 inh – RAD54 (human) branch migration inhibition. Q92698. RAD54 Holliday junction branch migration, FAM/BHQ fluorescence. inhibition, % at 10.4 µM. 0.14% of 360,000 active;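 active means mean normalized replicate activity at least 40 and at least half of replicates scoring 40 or more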;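 further: 0% = median of neutral control wells and 100% = median of positive control wells; inhibitors cause a drop in the FAM fluorescence signal; in these data hits start at about 50%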
PglD inh – inhibitors of Campylobacter jejuni PglD acetyltransferase. 0.098% of 360,000 active. purified PglD enzyme, DTNB colorimetric CoA detection. inhibition, % at 12.5 µM; in the data active means inhibition above about 16%, passing the limit was not always enough; further: strong numbers were not always called active
ARNT-TACC3 inh – ARNT/TACC3 interaction disruption. Q9Y6A5. inhibition, % at 9.99 µM. AlphaScreen His-ARNT PAS-B/GST-TACC3 binding, luminescence; TACC3 fragment carries E629A point mutation. 0.66% of 390,000 active;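 active means mean inhibition of replicates at least 50% and at least half of replicates each reaching 50%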;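 further: 0% = complete ARNT plus TACC3 wells and 100% = ARNT alone without TACC3; many hits fall short of the cut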
Numbers without * were called inactive; · = no result given; & = joins results of further samples; ! = not active in a repeat. The list is partial; the hit share may differ from the screen's.

mol,RAD52 inh,CASP6 VEID inh,esBAF inh,E-sel inducer,ERp5 inh,RAD54 inh,PglD inh,ARNT-TACC3 inh
O=c1[nH]c(O)c(C=NC2CCCCC2)c(=O)[nH]1,-3.2,-3.0,·,-0.2,-1.5,·,·,-3.0
O=c1[nH]c(=O)n(CCC2=CCCCC2)c(O)c1C=NCCCn1ccnc1,·,·,1.9,·,·,8.9,-0.8,2.7
CC(C)(C)C1(CCO)C(=O)NC(=S)NC1=O,10.1,-1.9,-4.6,0.4,1.1,-8.8,3.6,-15.8
CC1=NCCc2c1[nH]c1ccccc21,4.4,-4.1,2.6,·,-8.9,-3.5,-5.5,9.2
CC(=O)OC1N=C(c2ccccc2)c2cc(Br)ccc2NC1=O (configuration not stated),·,·,9.2,·,·,-0.7,6.9,16.0
Cc1ccc(C(=O)N/C(=C\Cl)P(=O)(c2ccccc2)c2ccccc2)cc1,-4.3,2.0,·,-0.1,4.3,·,·,·
CC(C)CN1Cc2cc(N3CCCCC3)ccc2-n2nncc2C1,-13.8,-0.5,1.9,12.9,-0.4,-1.6,4.5,·
COC(=O)C1=C(c2cccc(OC)c2OC)C[C@@H]2CC[C@H]1N2C(=O)NCc1ccccc1,-10.1,-0.1,3.3,-0.1,0.1,1.3,0.4,·
COc1ccc(C#Cc2ccc([C@H]3[C@H](CO)N4CCCCN(C(=O)Cc5ccncc5)C[C@@H]34)cc2)cc1,-73.3,0.8,·,-0.6,1.6,-5.5,-0.4,19.1
O=C(NC1CN2CCC1CC2)c1cccc(Cl)c1 (configuration not stated),3.7,-22.6,-3.9,0.0,4.2,-4.6,-0.5,14.5
CC(C)CCC1(CCc2ccncc2)C(=O)NC(=O)NC1=O,·,·,0.2,·,·,14.3,2.5,-6.9
Brc1ccccc1,1.4,-0.6,-8.6,·,-3.3,-9.4,2.3,-9.7
CCCCCn1c(=O)c(C(=O)Nc2nc3ccccc3[nH]2)c(O)c2ccccc21,-5.8,0.2,·,0.8,2.5,-2.0,2.4,-4.9
CN(C)c1ccc(P(=S)(N(C)C)N(C)C)cc1,·,·,-5.6,·,·,-8.4,3.4,-1.1
COC(=O)C1=C(c2c(C)noc2C)C[C@@H]2CC[C@H]1N2C(=O)NC(C)C,-8.5,-2.0,1.5,-0.1,2.0,3.5,-0.7,-1.0
CCCCn1c(=O)c(C(=O)NCc2ccc(Cl)cc2)c(O)c2ccccc21,-6.7,1.3,1.0,·,3.1,4.2,4.1,-1.5
N[C@@]1(C(=O)O)CC[C@@H](C(=O)O)C1,4.2,0.6,-4.2,0.1,-3.3,-5.6,-4.3,-1.2
COCCOC(=O)c1c(C)n(C)c2ccc(OC(=O)N(C)C)cc12,·,·,-9.9,·,·,2.1,-1.3,3.8
Cc1nn(-c2ccccc2)c(C)c1NC(=O)COC(=O)Cc1ccccc1,12.6,3.5,-6.4,·,1.0,-11.4,2.1,-4.5
CC(C)Oc1cccc(C(=O)C2CCCN(C3CCOCC3)C2)c1 (configuration not stated),-3.9,0.7,-4.0,·,2.8,-1.3,-1.2,-14.8
Cc1cc(/C=C2\C(=O)NC(=O)N(c3ccc(Cl)cc3)C2=O)c(C)n1C,-52.4,4.0,·,·,-2.1,·,·,2.7
O=[N+]([O-])c1cccc(NP(=O)(Oc2ccccc2)Oc2ccccc2)c1,-13.3,-1.3,-9.6,1.3,5.5,0.8,-1.3,7.8
C[C@](N)(CCP(=O)(O)O)C(=O)O,-12.7,-1.8,1.7,1.6,0.2,-9.1,2.7,0.5
COc1cccc(CNCCc2cccc(F)c2)c1OC,-17.2,-1.1,-7.0,·,0.3,-3.3,-7.1,-1.9
OC(Cn1c2ccccc2c2ccccc21)C[n+]1cccc2ccccc21 (configuration not stated),·,·,4.2,·,·,18.0,0.7,2.9
Cc1cccc(NC(=O)OC2CN3CCC2CC3)c1 (configuration not stated),-3.9,-4.3,-1.6,·,-7.8,·,·,-1.1
Cn1c(O)c(C=NCCN2CCOCC2)c(=O)n(C)c1=S,-12.0,1.3,·,-1.0,-3.7,·,·,-5.8
O=C(Cc1ccccc1)N1CCN(Cc2ccccc2Cl)CC1,-9.5,0.3,5.4,-0.1,2.2,0.4,3.5,-2.6
C[C@H]1CCCC(=O)CCCCCc2cc(O)cc(O)c2C(=O)O1,-8.7,1.9,9.8,1.2,-4.0,0.0,3.1,2.0
COC(=O)C1=C(c2cc3ccccc3o2)C[C@@H]2CC[C@H]1N2C,-8.5,1.3,-1.7,-0.1,0.6,1.8,-2.2,5.5
CCOc1ccc(C2C(C#N)=C(N)Oc3c2c(=O)oc2ccccc32)cc1 (configuration not stated),·,·,-8.6,·,·,-30.9,-5.8,-2.3
COc1ccc2c(c1O)-c1cccc3c1[C@@H](C2)N(C)CC3,60.5*,-3.6,6.4,-0.1,-5.0,40.0,-0.4,7.0
O=C1/C(=C\c2cccnc2)N2CCC1CC2,-7.9,-0.9,·,0.1,1.8,·,·,-3.7
O=[N+]([O-])c1cc(-n2cnnn2)c(O)c([N+](=O)[O-])c1,-14.2,8.2,2.4,2.9,0.1,-3.3,4.9,-0.9
O=C(NCCN1CCC2(CC1)C(=O)NCN2c1ccccc1)C(c1ccccc1)c1ccccc1,-8.2,-1.6,·,-0.3,-1.2,·,·,·
CCOC(=O)c1c(C)n(CCOC)c2ccc(O)cc12,·,·,-43.0,·,·,4.7,0.5,-6.2
Cc1cccc(OP(N)(=O)Oc2cccc(C)c2)c1,-9.3,2.6,·,0.0,-9.1,·,·,-6.9
Cc1ccc(CS(=O)(=O)CCC(=O)N2CCC3(CC2)OCCO3)cc1,8.7,-3.2,-4.4,·,3.3,-9.5,5.9,-23.3
CCOC(=O)[C@]12Cc3cc(OC)ccc3[C@H]1N(Cc1ccccc1)C(=O)c1cc(F)c(F)cc12,2.8,2.6,5.2,-0.1,1.8,-0.5,-4.7,1.9
CCC1(CC)C(=O)NC(=O)N(c2ccccc2)C1=O,5.5,-2.7,-7.8,·,1.8,-3.7,2.6,-17.3
CC(C)C[C@H]1COc2cccc(N3CCN(C)CC3)c2S(=O)(=O)N1,1.3,-22.8,·,6.7,0.4,·,·,·
COc1ccc(N=Cc2c(O)n(Cc3ccccc3)c(=S)[nH]c2=O)c(OC)c1,-12.7,1.5,·,-0.7,0.1,·,·,-7.2
Cc1cc(C(=O)O)c(C)n1C1CC1,-12.7,1.7,·,5.0,0.1,·,·,-12.9
CC(C)CC#Cc1ccc([C@@H]2[C@@H](CO)N3CCCCN(C(=O)Cc4ccccn4)C[C@H]23)cc1,-8.5,·,4.2,0.1,·,1.3,1.8,0.6
Cc1ccsc1CNCCc1ccccc1F,8.4,-0.7,-0.4,0.5,-1.5,0.6,3.1,-2.3
CC(C)(C)c1cc(C=C(C#N)C#N)cc(C(C)(C)C)c1O,-23.6,1.5,-51.2,-2.5,0.7,3.0,4.5,-0.3
COc1ccc(N2CCN(Cc3nc4ccccc4[nH]3)CC2)cc1,7.7,1.0,1.4,·,-4.9,-1.9,-0.4,2.2
N/C(=N\[N+](=O)[O-])N1CCN(C(=O)OC2CCCC2)CC1,-5.2,-3.0,-8.2,·,3.2,9.1,2.9,-3.8
CCC(CC)C(=O)NC1CCSC1=O (configuration not stated),·,·,-2.0,·,·,10.6,0.9,-7.4
O=C(c1ccc2nc3ccc(Cl)cc3c(=O)n2c1)N1CCC2(CC1)OCCO2,·,·,10.9,·,·,-2.4,-8.2,1.8
COC(=O)[C@H]1[C@H](CO)[C@H]2Cn3c(ccc(-c4ccc(F)cc4)c3=O)[C@@H]1N2C(C)=O,4.8,-4.7,-4.5,0.2,-2.4,0.2,0.8,0.2
COC(=O)C1=C(c2ccc(OCc3ccccc3)cc2)C[C@@H]2CC[C@H]1N2C(=O)NCCc1ccc(F)cc1,-0.4,0.9,3.6,0.9,2.9,·,·,·
CCOC(=O)[C@]1(C#N)[C@@H]2C=CC(C(N)=O)=CN2[C@@H](C(N)=O)[C@@H]1c1ccc(F)cc1,-40.6,5.2,-10.7,0.1,3.8,·,·,2.6
Cn1cc(C(=O)N2CCOCC2)c2ccccc21,-6.5,-3.1,·,·,2.1,·,·,5.1
CC(C)(C)c1ccccc1O,-7.0,-2.5,-3.7,·,2.9,-8.1,4.5,·
O=C1CNC(c2ccccc2Cl)c2cc(Br)ccc2N1 (configuration not stated),-13.0,0.3,0.3,0.0,5.6,3.2,-3.5,-9.7
Cc1nc2cc([N+](=O)[O-])ccc2c(=O)n1-c1ccc(Br)cc1,3.5,-0.2,-10.5,0.8,0.8,-4.0,-0.4,-3.0
Cc1c(C(=O)N2CCC3(CC2)OCCO3)sc2ncnc(N3CCc4ccccc4C3)c12,-17.8,4.2,9.6,·,3.0,-4.7,8.0,·
O=C(NCCN1CCC2(CC1)C(=O)NCN2c1ccccc1)c1ccc(F)cc1,3.4,-2.3,·,-0.1,5.4,·,·,·
OC(CN1CC=C(c2ccccc2)CC1)c1ccccc1 (configuration not stated),-1.3,1.2,2.9,-0.2,4.9,0.5,-2.1,-15.1

Brought forward from above: 2 compounds, then new ones.
mol,RAD52 inh,CASP6 VEID inh,esBAF inh,E-sel inducer,ERp5 inh,RAD54 inh,PglD inh,ARNT-TACC3 inh
O=C(NCCN1CCC2(CC1)C(=O)NCN2c1ccccc1)c1ccc(F)cc1,3.4,-2.3,·,-0.1,5.4,·,·,·
OC(CN1CC=C(c2ccccc2)CC1)c1ccccc1 (configuration not stated),-1.3,1.2,2.9,-0.2,4.9,0.5,-2.1,-15.1
CC1(C)CN=C(Nc2ccc(F)c(F)c2)S1,0.4,0.5,-3.0,-0.1,-11.7,6.8,-0.9,-0.1
O=C(Cc1ccccn1)N1CCCCN2[C@@H](CO)[C@H](c3ccc(-c4ccccc4)cc3)[C@@H]2C1,-14.5,-1.9,·,0.4,-1.4,-1.4,2.4,5.4
CC(C)C(=O)NC(Oc1ccccc1Cl)C(Cl)(Cl)Cl (configuration not stated),-5.7,-2.1,2.3,7.4,-5.0,1.0,-2.7,-8.2
CC(C)OCCCNC(=O)c1c(N)n(CC2CCCO2)c2nc3ccccc3nc12 (configuration not stated),-23.0,55.2*,·,·,4.3,·,·,1.5
NNCc1ccccc1,-9.8&4.1,6.3,49.1*!,0.0&0.1,-4.9&-8.5,-5.7&2.7,-2.3&-1.2,-1.5
COC(=O)C1=C(c2ccccc2OCc2ccccc2)C[C@@H]2CC[C@H]1N2C(=O)NCc1ccc(Br)cc1,7.7,-0.5,-27.1,-0.1,-3.6,4.1,-0.5,-1.7
CN(C)C(=O)Oc1ccc(Cl)c2ccccc12,·,·,-5.5,·,·,-10.5,-9.6,-1.6
